STEP inh: STEP phosphatase inhibitors, primary screen, biochemical, fluorescence intensity, uHTS | Tyrosine-protein phosphatase non-receptor type 5 (Homo sapiens), P54829 | recombinant STEP, OMFP fluorogenic substrate | inhibition, % at 20 µM | 360,000 compounds, 0.25% hits;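 active = inhibition at 20 µM, scaled per plate between control wells, above about 37%, limit read from the data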;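 note: 0% = DMSO with enzyme and substrate and 100% = substrate only without enzyme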
Target sequence (P54829 whole entry, looked up): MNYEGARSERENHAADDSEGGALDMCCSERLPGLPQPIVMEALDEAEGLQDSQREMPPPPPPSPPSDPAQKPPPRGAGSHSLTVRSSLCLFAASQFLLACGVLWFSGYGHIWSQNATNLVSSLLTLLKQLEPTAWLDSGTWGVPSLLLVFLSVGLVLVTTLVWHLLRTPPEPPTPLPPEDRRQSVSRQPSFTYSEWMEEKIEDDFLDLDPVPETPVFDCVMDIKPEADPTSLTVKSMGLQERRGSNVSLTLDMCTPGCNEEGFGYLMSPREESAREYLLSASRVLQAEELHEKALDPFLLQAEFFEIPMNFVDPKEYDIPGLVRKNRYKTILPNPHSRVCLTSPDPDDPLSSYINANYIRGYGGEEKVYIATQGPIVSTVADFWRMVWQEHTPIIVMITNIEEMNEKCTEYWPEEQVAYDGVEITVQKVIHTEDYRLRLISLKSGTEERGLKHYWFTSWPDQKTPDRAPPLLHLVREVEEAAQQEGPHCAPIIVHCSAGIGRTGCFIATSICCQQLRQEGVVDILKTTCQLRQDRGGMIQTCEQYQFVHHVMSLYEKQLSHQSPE
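Assay system: isolated STEP enzyme / Timing: 20 min at room temperature, dark / Doses: 20 µM, 1% DMSO / Technique: fluorescence intensity, excitation 480 nm, emission 540 nm / Reagent: fluorogenic phosphatase substrate OMFP at 25 µM final / Measure: percent inhibition scaled to no-enzyme and uninhibited-enzyme controls, plate-pattern corrected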
LMPTP inh: LMPTP phosphatase inhibitors, primary screen, biochemical, fluorescence intensity, uHTS; 360,000 compounds, 0.22% hits; Low molecular weight phosphotyrosine protein phosphatase (Homo sapiens), P24666; recombinant LMPTP-A, OMFP fluorogenic substrate; inhibition, % at 20 µM;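 active = compounds that cut the enzyme signal by at least half of the control window in the single-dose screen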;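 note: plate controls were DMSO wells with enzyme plus substrate for no effect and substrate without enzyme for full effect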
Target sequence (P24666 whole entry, looked up): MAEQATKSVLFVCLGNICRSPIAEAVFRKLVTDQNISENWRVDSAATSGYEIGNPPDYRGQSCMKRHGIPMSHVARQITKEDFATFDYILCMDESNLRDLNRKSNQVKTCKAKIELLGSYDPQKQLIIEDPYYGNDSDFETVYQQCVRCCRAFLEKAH
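Assay system: LMPTP-A enzyme. Input: 0.625 nM LMPTP-A final. Probe or stimulus: 400 µM OMFP. Compound dosing: single 20 µM dose. Schedule: 50 min dark incubation at room temperature. Detection: fluorescence intensity of OMFP turnover product. Read-out: percent inhibition versus substrate-only and uninhibited controls. Benchmarks: no-enzyme low control, uninhibited high control.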
CSN inh: inhibitors of CSN-mediated cullin deneddylation, primary screen, biochemical, fluorescence polarization, uHTS | COP9 signalosome complex subunit 5 (Homo sapiens), Q92905 | Purified CSN, SCF-Nedd8-OG deneddylation | inhibition, % at 12.5 µM | 360,000 compounds, 0.38% hits | AID 651999, 2013;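 active = pattern-corrected inhibition above about 35%, with an unprinted fluorescence ratio check between 0.5 and 1.5, limit read from the data, passing the limit was not always enough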;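 note: 0% = enzyme with substrate and 100% = substrate without enzyme; some results filed as inactive read as strong as hits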
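Assay system: purified human Csn5 enzyme expressed in HEK293T cells; measure: % inhibition; also added: SCFSkp2-Nedd8OG substrate at 10 nM final; technique: fluorescence polarization; times: reaction 90 min, room temperature; medium: Tris buffer pH 7.5, NaCl, DTT, Tween-20, trehalose, ovalbumin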
NadD inh: inhibitors of S. aureus NadD, primary screen, biochemical, colorimetric, uHTS | Nicotinate-nucleotide adenylyltransferase NadD (Staphylococcus aureus N315) | 360,000 compounds, 0.78% hits | purified NadD enzyme, colorimetric absorbance read-out | inhibition, % at 20 µM | AID 602399, 2012; in the data active = inhibition above about 26%; note: some compounds past the cut are filed as inactive
SUMO1-SIM PPI: modulators of SUMO1 protein-protein interactions, primary screen, biochemical, uHTS | SUMO1 binding to a labelled peptide, TR-FRET, 1 h | inhibition, % at 20 µM | 360,000 compounds, 0.33% hits; in the data active = inhibition above about 37%
Target sequence (P63165 whole entry, looked up): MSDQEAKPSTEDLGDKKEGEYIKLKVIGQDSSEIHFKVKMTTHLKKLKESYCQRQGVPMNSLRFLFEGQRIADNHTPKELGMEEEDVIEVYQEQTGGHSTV
Scp1 inh: Scp-1 phosphatase inhibitors, primary screen, biochemical, colorimetric, uHTS. Carboxy-terminal domain RNA polymerase II polypeptide A small phosphatase 1 (Homo …. Recombinant Scp1, phosphopeptide, malachite green phosphate absorbance. inhibition, % at 20 µM. 340,000 compounds, 0.88% hits. AID 493091, 2011;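 active = inhibition above about 50% at 20 µM, limit read from the data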;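 note: plate controls were DMSO wells with enzyme for no effect and wells lacking enzyme for full effect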
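Incubation: 45 min enzyme reaction at room temperature / System: truncated SCP-1 phosphatase (76-261aa) / Reagent: Phospho 17-mer peptide substrate / Buffer or medium: Acidic Tris acetate buffer with magnesium and detergent / Signal: absorbance at 630 nm / Doses: one concentration, 20 µM, with 1.0% DMSO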
DNMT1 block: human DNMT1 methyltransferase inhibitors, primary screen, biochemical, molecular beacon, fluorescence, HinP1I cleavage, uHTS; 360,000 compounds, 0.83% hits; AID 588458, 2011; inhibition (reported as % activation of signal), % at 10 µM; in the data active = inhibition above about 50%
Neddylation inh: inhibitors of cullin neddylation, primary screen, biochemical, TR-FRET, uHTS, NAE and Ubc12; 360,000 compounds, 0.58% hits; AID 651699, 2012; NEDD8-conjugating enzyme Ubc12 (Homo sapiens) + NEDD8-activating enzyme E1 regulatory …; calls only at 25 µM; in the data active = inhibition above about 36%
Rpn11 inh: Rpn11 (PSMD14) deubiquitinase inhibitors, primary screen, biochemical, fluorescence polarization, uHTS. AID 588493, 2011. human 26S proteasome, Ub4-pepOG fluorescence polarization; 20S core pre-blocked with epoxomicin. 360,000 compounds, 0.59% hits. calls only at 20 µM;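 active = inhibition at 20 µM, scaled to each plate's controls, above about 33%, limit read from the data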
Rin1-Abl PPI inh: inhibitors of Rin1-Abl protein binding, primary screen, biochemical, TR-FRET | 360,000 compounds, 0.4% hits | inhibition, % at 7.35 µM | Tyrosine-protein kinase ABL1 (Homo sapiens) + Ras and Rab interactor 1 (Homo sapiens), … | AID 588664, 2011; in the data active = inhibition above about 5%, passing the limit was not always enough
The depositor's hits bear a star; i = inactive; . = no result given.

SMILES	STEP inh	LMPTP inh	CSN inh	NadD inh	SUMO1-SIM PPI	Scp1 inh	DNMT1 block	Neddylation inh	Rpn11 inh	Rin1-Abl PPI inh
CC(CC(=O)Nc1nncs1)c1ccccc1 (stereo not drawn)	-2	-1.5	-3	-3	-3	1	2	i	i	2
Cc1ccc2c(c1)N(Cc1cccc(F)c1)C(=O)C(C)O2 (stereo not drawn)	0	1.0	1	-4	4	-9	6	i	i	2
COc1ccccc1C1CCN(Cc2cccc(C(=O)N3CCC(O)CC3)c2)CC1	-1	2.7	3	-3	3	2	0	i	i	2
COc1ccc(NC(=O)CCCN2C(=O)C(c3ccccc3)Oc3cccnc32)cc1OC (stereo not drawn)	-3	0.1	3	-3	0	-1	1	i	i	-1
C/C(=N\NC(=O)C(NC(=O)c1ccccc1)C(C)C)c1ccccc1 (stereo not drawn)	-9	-1.2	1	-1	2	0	-1	i	i	-2
O=C1NCCN(Cc2cccc(Oc3ccccc3)c2)C1CC(=O)N1CCCCO1 (stereo not drawn)	4	-0.7	7	3	-7	1	-4	i	i	6
CCOCCCNC(=O)C1CCN(Cc2ccc(OCc3ccccc3)c(OC)c2)CC1	-4	-2.3	-1	-9	2	-6	1	i	i	0
CC(=O)c1ccc(N=C2SCCCN2C(=O)C2CCCCC2)cc1	-2	0.7	-3	-7	1	-8	-4	i	i	0
CCCCc1c(-c2ccccc2OC)ncn1Cc1ccc(-c2ccccc2)cc1	.	18	0	5	9	.	.	i	.	.
O=[N+]([O-])c1ccc(N2CCN(Cc3ccc([N+](=O)[O-])o3)CC2)cc1	-3	-1.0	4	-3	-23	-2	0	i	i	-3
CCc1cn([C@H]2C[C@H](O)[C@@H](CO)O2)c(=O)[nH]c1=O	-2	-0.2	-1	2	3	-11	-34	i	i	-2
COc1ccc(CC(=O)N2CCc3cc(OC)c(OC)cc3C2)cc1	-2	23	0	-1	2	-6	-7	i	i	0
COc1ccc(C2(C(=O)N3CCC(n4nc(-c5ccccc5)oc4=O)CC3)CC2)cc1	1	-0.2	-2	-2	9	-5	1	i	i	2
O=C(NCc1ccc2c(c1)OCO2)c1cccc(C(=O)NCc2ccc3c(c2)OCO3)c1	1	1.5	-3	1	3	-5	-2	i	i	2
CCOC(=O)N1CCN(c2cc(N3CCOCC3)c(F)cc2[N+](=O)[O-])CC1	8	-2.1	-2	-4	-20	-3	-1	i	i	-1
C/C(CC(=O)NCc1ccco1)=N\NC(=O)Cc1ccc(-c2ccccc2)cc1	1	0.0	-1	-3	-6	-5	10	i	i	1
O=C(NC(=S)Nc1sc2c(c1C(=O)O)CCCC2)c1ccccc1	3	0.6	6	8	-11	-12	-1	i	i	1
COc1ccc(S(=O)(=O)N2CCCCCC2)cc1C(=O)N(C)CC(=O)Nc1ccccc1Br	-1	-0.5	3	-1	1	-2	0	i	i	8
Cc1cc(C)n(-c2nc3ccccc3s2)n1	-2	0.5	-4	0	-2	-7	2	i	i	3
O=C(CCn1cccn1)Nc1ccc2c(c1)OCCO2	0	-1.3	-1	-1	-2	-7	1	i	i	2
Cc1cc(C(=O)Nc2cccc(C)c2C)c2ccccc2n1	2	-0.3	-2	1	3	-5	-3	i	i	-3
Cc1cccc(NC(=S)NNC(=S)NCc2ccccc2)c1	0	0.7	1	13	3	-7	-5	i	i	-5
CCOC(=O)C1=NOC2(C1)C(=O)Nc1c(Cl)cccc12 (stereo not drawn)	.	-0.4	-1	4	-3	.	.	i	.	.
CN(C(=O)COC(=O)CNC(=O)c1sc2ccccc2c1Cl)C1CCS(=O)(=O)C1 (stereo not drawn)	2	1.7	0	1	-10	-1	0	i	i	-3
COc1ccc(CN2C(=O)C(CC(=O)NC3CC3)CC(C(=O)N(C)C)=C2C)cc1 (stereo not drawn)	0	-0.2	5	2	2	.	5	i	i	-3
CCN(CC)S(=O)(=O)c1cccc(C(=O)OCC(=O)NCCN2C(=O)CSC2=O)c1	-156	-2.8	-3	1	0	-7	6	i	i	-1
CC1CC(C)(C)NC(=S)N1CCC(=O)N1c2ccccc2CC1C (stereo not drawn)	0	-0.4	-1	4	0	14	5	i	i	4
CN(C)CCCn1c(=O)n(C2CCCCC2)c(=O)c2c3c(sc21)CCCCC3	2	0.9	0	-14	-10	-2	-1	i	i	-3
CCOc1ccccc1C(=O)OCC(=O)Nc1cc(Cl)ccc1Oc1ccccc1	-2	2.1	4	2	2	-9	2	i	i	-2
Cn1c(SCC(=O)O)nnc1-c1cccc(NC(=O)c2cccc3ccccc23)c1	2	-3.9	4	2	1	-1	-1	i	i	-3
CSc1nnc(Nc2ccccc2C)s1	-2	-1.3	0	-1	3	-1	3	i	i	3
O=[N+]([O-])c1ccccc1/C=C\C=N\N1CCN(c2ccccc2)CC1	3	3.3	0	5	-17	-3	-6	i	i	2
O=C(Nc1ccccc1)c1ccccc1N=Cc1ccccc1O	-1	0.5	-19	-6	1	-7	14	.	i	0
Oc1ccccc1/C=N/n1c(-c2cccs2)n[nH]c1=S	-4	-1.8	-3	5	2	2	-1	i	i	1
O=C(CN(Cc1ccccc1)S(=O)(=O)c1ccccc1)N/N=C/c1ccc2c(c1)OCO2	-1	1.8	3	3	11	-1	-5	i	i	4
CCc1ncc(C(O)c2cccc(OC)c2OC)n1C (stereo not drawn)	-2	-1.1	-1	0	3	2	2	i	i	0
O=C(NC1CCCCC1)Oc1cccc2ccccc12	-3	1.6	1	10	-2	-2	2	i	i	3
COc1cc(NC(=O)c2ccccc2)ccc1NC(=O)Cc1ccccc1	-1	-1.1	1	5	2	-6	-1	i	i	0
CC(C)C(NC(=O)OC(C)(C)C)C(=O)NC(CCC(=O)OCc1ccccc1)C(N)=O (stereo not drawn)	-1	0.5	-7	-10	-1	1	4	i	i	0
Cc1ccc(-c2nn(C)c(=O)c3ccccc23)cc1CNC(=O)CSc1nc2ccccc2o1	1	0.0	-1	-3	6	-7	3	i	i	-2
COc1ccc(C(=O)NC2CCCCCC2)cc1OC1CCN(C(C)=O)CC1	-4	-0.4	-2	1	-5	-6	0	i	i	-3
COc1ccc(C(=O)N(Cc2ccccc2)c2cccc(C)c2)c(OC)c1OC	1	0.4	-1	-2	0	-9	-1	i	i	1
Clc1ccccc1-c1ncnc2ccc(Br)cc12	-1	0.0	-17	-6	-13	1	0	i	i	0
Cc1cc(O)c(C=O)c2c1C(=O)Oc1c(CO)c(O)c3c(c1O2)C(O)OC3=O (stereo not drawn)	46*	57*	27	34*	103*	77*	57*	i	.	4
CC(=O)N1CCOc2ccc(S(=O)(=O)NC[C@H]3O[C@@H](n4ccc(=O)[nH]c4=O)[C@H](O)[C@@H]3O)cc21	-2	-0.7	-2	-1	-1	8	2	i	i	-3

Reprinted at random: 2 entries already listed.
SMILES	STEP inh	LMPTP inh	CSN inh	NadD inh	SUMO1-SIM PPI	Scp1 inh	DNMT1 block	Neddylation inh	Rpn11 inh	Rin1-Abl PPI inh
COc1ccc(CN2C(=O)C(CC(=O)NC3CC3)CC(C(=O)N(C)C)=C2C)cc1 (stereo not drawn)	0	-0.2	5	2	2	.	5	i	i	-3
O=C(Nc1ccccc1)c1ccccc1N=Cc1ccccc1O	-1	0.5	-19	-6	1	-7	14	.	i	0

Results in DNMT1 block, for some of the entries so far:
canonical_smiles | DNMT1 block
C/C(CC(=O)NCc1ccco1)=N\NC(=O)Cc1ccc(-c2ccccc2)cc1 | 10
O=C(NC1CCCCC1)Oc1cccc2ccccc12 | 2
Cc1cc(O)c(C=O)c2c1C(=O)Oc1c(CO)c(O)c3c(c1O2)C(O)OC3=O (stereo not drawn) | 57*
CCc1ncc(C(O)c2cccc(OC)c2OC)n1C (stereo not drawn) | 2
CC(CC(=O)Nc1nncs1)c1ccccc1 (stereo not drawn) | 2
COc1ccc(CC(=O)N2CCc3cc(OC)c(OC)cc3C2)cc1 | -7
